Source: PubChem (Sanford-Burnham Center for Chemical Genomics)
LMPTP inh = LMPTP phosphatase inhibitors, primary screen, biochemical, fluorescence intensity, uHTS; recombinant LMPTP-A, OMFP fluorogenic substrate; inhibition, % at 20 µM; 360,000 tested, 0.22% active; AID 651560, 2012;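 active = compounds that cut the enzyme signal by at least half of the control window in the single-dose screen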;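 note: plate controls were DMSO wells with enzyme plus substrate for no effect and substrate without enzyme for full effect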
Target sequence (P24666 whole entry, looked up): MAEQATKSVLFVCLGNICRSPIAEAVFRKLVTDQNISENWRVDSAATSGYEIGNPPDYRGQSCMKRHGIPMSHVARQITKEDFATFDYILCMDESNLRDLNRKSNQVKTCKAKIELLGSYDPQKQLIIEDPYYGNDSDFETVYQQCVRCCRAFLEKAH
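test system = LMPTP-A | amount = 0.625 nM LMPTP-A final | reagent = fluorogenic phosphatase substrate OMFP at 400 µM final | incubation = 50 min at room temperature | benchmarks = no-enzyme low control, uninhibited high control | medium = Bis-Tris pH 6.0, DTT, detergent | signal = fluorescence intensity of OMFP turnover product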
Rpn11 inh = Rpn11 (PSMD14) deubiquitinase inhibitors, primary screen, biochemical, fluorescence polarization, uHTS. 26S proteasome non-ATPase regulatory subunit 14 (Homo sapiens), O00487. human 26S proteasome, Ub4-pepOG fluorescence polarization; 20S core pre-blocked with epoxomicin. calls only at 20 µM. 360,000 tested, 0.59% active;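 active = inhibition at 20 µM, scaled to each plate's controls, above about 33%, limit read from the data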
Target sequence (O00487 whole entry, looked up): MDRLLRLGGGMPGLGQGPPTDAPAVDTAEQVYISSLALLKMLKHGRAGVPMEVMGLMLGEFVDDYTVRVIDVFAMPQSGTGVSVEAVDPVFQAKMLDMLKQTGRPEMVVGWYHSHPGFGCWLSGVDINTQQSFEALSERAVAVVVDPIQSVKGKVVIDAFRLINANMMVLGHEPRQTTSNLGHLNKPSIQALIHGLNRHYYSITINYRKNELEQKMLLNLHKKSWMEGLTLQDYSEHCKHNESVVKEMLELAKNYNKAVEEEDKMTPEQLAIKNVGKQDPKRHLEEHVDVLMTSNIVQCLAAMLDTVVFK
NadD inh = inhibitors of S. aureus NadD, primary screen, biochemical, colorimetric, uHTS. Nicotinate-nucleotide adenylyltransferase NadD (Staphylococcus aureus N315). purified NadD enzyme, colorimetric absorbance read-out. inhibition, % at 20 µM. 360,000 tested, 0.78% active. AID 602399, 2012; in the data active = inhibition above about 26%; note: some compounds past the cut are filed as inactive
DNMT1 block = human DNMT1 methyltransferase inhibitors, primary screen, biochemical, molecular beacon, fluorescence, HinP1I cleavage, uHTS; DNA (cytosine-5)-methyltransferase 1 (Homo sapiens), P26358; 360,000 tested, 0.83% active; inhibition (reported as % activation of signal), % at 10 µM; in the data active = inhibition above about 50%
Scp-1 inhibitor = Scp-1 phosphatase inhibitors, primary screen, biochemical, colorimetric, uHTS. Carboxy-terminal domain RNA polymerase II polypeptide A small phosphatase 1 (Homo …. Recombinant Scp1, phosphopeptide, malachite green phosphate absorbance. inhibition, % at 20 µM. 340,000 tested, 0.88% active. AID 493091, 2011;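 active = inhibition above about 50% at 20 µM, limit read from the data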;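 note: plate controls were DMSO wells with enzyme for no effect and wells lacking enzyme for full effect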
Target sequence (Q9GZU7 76-261 limits assumed): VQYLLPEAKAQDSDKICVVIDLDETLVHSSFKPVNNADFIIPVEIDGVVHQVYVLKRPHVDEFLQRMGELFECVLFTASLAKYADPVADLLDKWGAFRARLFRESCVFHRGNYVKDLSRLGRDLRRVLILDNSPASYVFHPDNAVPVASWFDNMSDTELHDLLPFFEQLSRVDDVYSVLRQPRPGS
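System: SCP-1 catalytic domain; Reagent: Phospho 17-mer peptide substrate; Doses: one concentration, 20 µM, with 1.0% DMSO; Incubation: 45 min room-temperature reaction, 5 min colour, 30 min stabiliser; Signal: Phosphate-binding colour reagent, absorbance read at 630 nm.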
SKN-1 block = suppressors of acrylamide-induced Pgst-4::GFP reporter in worms, primary screen, SKN-1 inhibitor project, whole organism, uHTS, GFP/RFP fluorescence ratio, strain VP596 | AID 624304, 2012 | 360,000 tested, 0.49% active | inhibition, % at 21.8 µM | C. elegans VP596 Pgst-4::GFP/RFP ratio, 24 h;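 active = interference check ratio from 0.5 to 1.5 plus GFP to RFP signal ratio inhibition reaching or exceeding a fixed threshold, cut at about 30% in these data, passing the limit was not always enough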; note: some compounds called inactive have numbers as strong as hits
SUMO1-SIM PPI = modulators of SUMO1 protein-protein interactions, primary screen, biochemical, uHTS | Small ubiquitin-related modifier 1 (Homo sapiens), P63165 | SUMO1 binding to a labelled peptide, TR-FRET, 1 h | inhibition, % at 20 µM | 360,000 tested, 0.33% active; in the data active = inhibition above about 37%
Target sequence (P63165 whole entry, looked up): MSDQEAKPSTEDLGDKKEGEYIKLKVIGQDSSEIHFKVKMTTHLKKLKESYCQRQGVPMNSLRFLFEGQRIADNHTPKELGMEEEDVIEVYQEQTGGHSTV
CendR NRP1 mod = modulators of CendR peptide binding to NRP-1, primary screen, biochemical, fluorescence polarization, uHTS. 360,000 tested, 0.85% active. inhibition, % at 25 µM. FAM-RPARPAR peptide binding to NRP-1. Neuropilin-1 (Homo sapiens), O14786;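 active = inhibition or corrected inhibition above about 18%, plus a signal ratio from 0.5 to 1.5, limit read from the data, passing the limit was not always enough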; note: strong numbers were not always called active
MT1-MMP act inh = blockers of MT1-MMP proenzyme processing, primary screen, HT1080 RFP-PRO-GFP cells, GFP/RFP fluorescence. Matrix metalloproteinase-14 (Homo sapiens), P50281. GFP/RFP ratio fluorescence, overnight; percent of plate control window, DMSO zero. GFP/RFP ratio change, % at 20 µM. 360,000 tested, 0.061% active. AID 651647, 2012;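 active = GFP/RFP ratio change of at least 30% with cell ATP level not reduced by more than half and red fluorescence within 50% of control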; note: strong numbers were not always called active
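Assay system: HT1080 RFP-PRO-GFP cells | Dosing: 20 µM single dose, 1% DMSO | Incubation: Cells overnight before dosing, compound overnight, 37 °C, 5% CO2 | Evaluation: GFP/RFP fluorescence ratio | Control set: DMSO-only wells and HT1080 RFP-L50D-GFP cell wells as references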
STEP inh = STEP phosphatase inhibitors, primary screen, biochemical, fluorescence intensity, uHTS | Tyrosine-protein phosphatase non-receptor type 5 (Homo sapiens), P54829 | recombinant STEP, OMFP fluorogenic substrate | inhibition, % at 20 µM | 360,000 tested, 0.25% active;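 active = inhibition at 20 µM, scaled per plate between control wells, above about 37%, limit read from the data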;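 note: 0% = DMSO with enzyme and substrate and 100% = substrate only without enzyme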
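Material: STEP (striatal-enriched tyrosine phosphatase) enzyme, cell-free; Compound dosing: 20 µM single dose in 1% DMSO; Technique: fluorescence read at 480 nm ex / 540 nm em; Times: reaction 20 min, ambient temperature; Medium: 50 mM Bis-Tris pH 6.0 with 2.5 mM DTT and 0.005% Tween 20; Also added: OMFP at 25 µM.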
* marks the source's active call; other numbers are inactive results; i = inactive; x = not tested or not shown.

LMPTP inh	Rpn11 inh	mol	NadD inh	DNMT1 block	Scp-1 inhibitor	SKN-1 block	SUMO1-SIM PPI	CendR NRP1 mod	MT1-MMP act inh	STEP inh
0.8	i	O=C1C(c2cc(=O)c3ccccc3[nH]2)=C(O)c2ccccc21	-3	-1	-1	1	-2	-7	4	-1
4.0	i	Cc1ccc(N(CC(=O)Nc2ccccc2-c2ccccc2)S(=O)(=O)c2ccccc2)cc1	-10	-4	-15	16	0	-6	-21	-1
0.6	i	COc1ccc(-c2ccnc3c(Br)c(C)nn23)cc1	-5	-3	-8	2	-22	5	-4	3
4.1	i	CC(C)CCNC(=O)c1sc2ccc(S(=O)(=O)N3CCCCC3)cc2c1N	4	-7	-6	4	-8	5	1	3
-0.1	i	C=CCN1C(=O)SC(Cc2cccc(OC)c2O)C1=O (stereo not drawn)	0	0	-1	5	0	-12	1	0
-0.7	i	COC(=O)COc1ccc(S(=O)(=O)Nc2ccc3c(c2)OCCO3)cc1C	-8	0	-5	-3	1	8	9	-2
-0.3	i	Cc1csc(NC(=O)CSc2nncn2C)n1	4	3	-2	15	1	-4	2	-1
-1.2	i	CC(C)(C)NC(=O)COC(=O)c1ccc(Cl)c(S(N)(=O)=O)c1	-8	1	-5	-19	2	6	2	-4
1.1	i	CCCCn1c(=NC(=O)c2cccnc2)c(C#N)cc2c(=O)n3cccc(C)c3nc21	17	19	-7	-15	-5	-41	-6	3
-1.0	i	S=C(c1ccc[nH]1)N1CCOCC1	-2	1	-8	-29	2	-3	4	-1
4.5	x	CNC(=O)c1c(NC(=O)c2ccc(S(=O)(=O)N3CCCc4ccccc43)cc2)sc2c1CCN(C)C2	-6	-5	-4	-16	-6	-68	-34	-6
-0.9	i	NS(=O)(=O)c1cccc(NC(=O)COC(=O)CCN2C(=O)c3ccccc3C2=O)c1	2	5	-2	-6	-9	-16	3	-1
0.3	i	CC(=O)Nc1cccc(NC(=O)c2cc([N+](=O)[O-])ccc2N2CCCCC2)c1	0	-5	-2	-3	-30	7	-2	0
0.3	i	Cn1nnc2cc(C(=O)N3CCSCC3)ccc21	8	-3	-5	6	-1	0	3	-6
-0.1	i	O=C(O)CN(Cc1ccco1)S(=O)(=O)c1ccc(F)cc1	0	5	5	29	4	8	2	-2
-1.4	i	Cc1c(NS(=O)(=O)c2cccc(C(=O)NC(C)c3ccccc3)c2)c(=O)n(-c2ccccc2)n1C (stereo not drawn)	3	5	-10	6	5	3	-4	-1
-0.2	i	Cc1ccnc(NCc2cc(Cl)cc(Cl)c2O)c1	-4	5	x	8	18	5	0	-2
0.2	i	O=C(Cc1ccccc1)Nc1ccnn1C1CCN(Cc2ccc(CO)o2)CC1	0	0	-7	10	2	9	3	-2
1.6	i	CCCNC1=C(N(C(C)=O)c2cccc(F)c2)C(=O)c2ccccc2C1=O	3	21	-3	2	-30	-6	-5	-1
2.1	i	CCCn1ncc(CN2CCC(C(=O)Nc3cccc(-c4cccc(F)c4)c3)CC2)c1C	-7	-2	-6	-7	-8	16	-12	-2
-1.4	i	O=C(OCc1ccc(Br)cc1)c1ccncc1	0	2	1	-8	-1	-5	2	-2
0.0	i	CC(C)Sc1nc(C(F)(F)F)cc(=O)n1-c1ccccc1	-2	0	-8	-2	3	5	2	5
0.0	i	CCOc1cc(C2c3c(-c4ccccc4)n[nH]c3C(=O)N2c2ccc(C(=O)O)cc2)ccc1O (stereo not drawn)	-1	0	32	3	4	3	3	0
-0.5	i	COn1c(SC(C)C)nc2ccccc2c1=O	-3	2	-3	-23	-1	7	-5	0
-0.6	i	Cc1cccc(OCC(=O)NCCCNC(=O)c2ccco2)c1	2	-1	-5	6	-2	5	-4	-1
-1.2	i	Cn1c(=O)c2c(nc(SCCN3CCCCC3)n2Cc2ccc(Cl)cc2)n(C)c1=O	-2	0	1	-17	-1	10	-7	2
0.1	i	C=CCNC(=O)c1ccc(-c2nc(-c3ccccc3)cs2)cc1	-1	1	-13	-6	-7	16	0	1
-0.3	i	Cc1cc(C)cc(NC(=S)NCc2ccc(S(N)(=O)=O)cc2)c1	1	-2	-7	-15	1	8	2	-6
-0.8	i	COCc1cc(C)nc(SCC(=O)Nc2ccc(N3CCOCC3)cc2)c1C#N	2	-3	-5	11	4	-16	-8	-1
-1.3	i	CCOC(=O)C1(C)CCCCN1C(=O)c1cccc(Cl)c1 (stereo not drawn)	0	7	x	-8	2	-7	2	-2
0.6	i	CCC(C)c1ccc(OCc2ccc(C(=O)O)o2)cc1 (stereo not drawn)	-6	0	-2	11	-2	14	0	-1
1.7	i	COc1ccc(-c2cc(C(=O)N/N=C(\C)c3cccnc3)c3ccccc3n2)cc1	2	-3	-3	1	-10	12	-2	-1
-1.3	i	CC(NC(=O)c1cccc(S(=O)(=O)N2CCCCCC2)c1)c1ccccc1 (stereo not drawn)	-12	-4	-10	-1	0	15	1	-2
2.6	i	COc1ccc(OC)c(C=NNC(=O)c2ccc(NS(=O)(=O)c3cccs3)cc2)c1	10	-8	5	-9	11	1	2	2
0.6	i	Cc1coc2cc3oc(=O)c(CCC(=O)N4C[C@H]5C[C@@H](C4)c4cccc(=O)n4C5)c(C)c3cc12	7	2	1	7	-2	18	-1	1
0.3	i	CC(C)(C)c1ccc(C(=O)OC/C(O)=C(\C#N)c2nc3ccccc3s2)cc1	7	-21	-4	3	6	4	-1	-3
-2.4	i	COc1ccc(S(=O)(=O)Nc2cccc3c2O[C@H](CN(C)C(=O)Nc2ccccc2)[C@@H](C)CN([C@H](C)CO)C3=O)cc1	-1	4	-5	14	0	-13	1	-1
-0.8	i	Cc1nc2sc(C(c3ccc(Cl)cc3)N3CCN(C(=O)c4ccco4)CC3)c(O)n2n1 (stereo not drawn)	2	-3	-7	-2	-1	9	-2	-1
-2.6	i	Nc1nc(SCc2ccc(Cl)cc2Cl)c2ncn(C3OC(CO)C(O)C3O)c2n1 (stereo not drawn)	-1	-13	-10	-14	6	21	3	-1
-0.4	i	Nc1nonc1-n1nnc(C(=O)N/N=C/C2CC=CCC2)c1CSc1ccccc1 (stereo not drawn)	2	-3	-13	5	2	5	0	2

Fetched one by one from above:
LMPTP inh	Rpn11 inh	mol	NadD inh	DNMT1 block	Scp-1 inhibitor	SKN-1 block	SUMO1-SIM PPI	CendR NRP1 mod	MT1-MMP act inh	STEP inh
-0.8	i	Cc1nc2sc(C(c3ccc(Cl)cc3)N3CCN(C(=O)c4ccco4)CC3)c(O)n2n1 (stereo not drawn)	2	-3	-7	-2	-1	9	-2	-1
-1.0	i	S=C(c1ccc[nH]1)N1CCOCC1	-2	1	-8	-29	2	-3	4	-1
-0.8	i	COCc1cc(C)nc(SCC(=O)Nc2ccc(N3CCOCC3)cc2)c1C#N	2	-3	-5	11	4	-16	-8	-1
0.3	i	CC(=O)Nc1cccc(NC(=O)c2cc([N+](=O)[O-])ccc2N2CCCCC2)c1	0	-5	-2	-3	-30	7	-2	0

(continued)
LMPTP inh	Rpn11 inh	mol	NadD inh	DNMT1 block	Scp-1 inhibitor	SKN-1 block	SUMO1-SIM PPI	CendR NRP1 mod	MT1-MMP act inh	STEP inh
-0.1	i	CC(C)COC(=O)c1ccccc1N1C(=O)C2C3CCC(C3)C2C1=O (stereo not drawn)	6	1	-4	-4	-3	-7	2	2
-0.6	i	Cn1c(=O)c2c(ncn2CC(=O)OCC(=O)Nc2ccc(Cl)cc2)n(C)c1=O	-2	0	-1	14	-1	2	4	-3
4.2	i	COc1ccc(NCC(=O)N/N=C/c2cc([N+](=O)[O-])ccc2N2CCCC2)cc1	11	-4	-3	-3	-18	-5	-7	1
-0.3	i	COc1ccc(-c2nc3c(c(=O)n(C)c(=O)n3C)n2CC2CC(c3ccccc3)=NO2)cc1OC (stereo not drawn)	1	1	-3	-9	-4	-7	-1	-1
1.0	i	O=C(CCC(=O)N(c1ccccc1)C(C(=O)NC1CCCC1)c1ccncc1)Nc1cccnc1 (stereo not drawn)	-7	6	-2	-14	-1	15	0	-3
0.9	i	CC(C)(C)c1ccc(NC(=O)N2CCCN(c3ccc([N+](=O)[O-])cn3)CC2)cc1	-3	-1	0	-1	-18	5	-2	9
-0.1	i	COC(=O)c1ccccc1S(=O)(=O)N1CCC(C(=O)OC(C)C(=O)N(C)Cc2ccccc2)CC1 (stereo not drawn)	-7	2	-4	0	1	2	5	0
2.7	i	CCOc1cc(/C=C2/SC(=S)NC2=O)ccc1OC(=O)c1ccco1	8	2	-3	9	5	-198	-14	-1
0.1	i	CC(Oc1coc(CN2CCN(C(=O)c3ccco3)CC2)cc1=O)c1ccccc1 (stereo not drawn)	2	1	0	-5	-6	1	-4	-1
-1.1	i	Clc1ccc(Sc2cnc3ccccc3n2)cc1	-3	-4	-9	-3	-25	9	1	6
-0.6	i	COc1ccc(NC(=O)c2cc3ccccc3o2)cc1OC	-3	4	-10	0	5	3	-1	-1
1.6	i	CCOc1ccc(CCNC(=O)c2cc3sccc3n2C)cc1OCC	-8	2	-14	-1	-1	-8	6	0
0.4	i	COC(=O)c1ccc(CSc2cc(C)c3ccccc3n2)o1	1	-2	6	10	-1	-8	-5	3
2.6	i	Cc1c(C(=O)N/N=C/c2ccccc2)[nH]c2ccc(Cl)cc12	2	16	-10	4	0	-1	-10	0
-0.1	i	COc1cc2cc(CCCOC(=O)c3ccc(F)cc3)oc(=O)c2cc1OC	-6	-5	-4	13	2	7	3	1
-1.1	i	Cc1nc2ccccc2nc1CSc1nnc(N)s1	0	2	-10	12	0	18	2	-1
1.6	i	CC(c1ccccc1)n1c(SCC(=O)N2CC(=O)Nc3ccccc32)nc2ccccc2c1=O (stereo not drawn)	12	-11	-9	17	3	-9	-17	-1
